Rac1 wt modul = wildtype Rac1 GTP binding modulators, primary screen, biochemical, GST-Rac1 beads, flow cytometry, multiplex | Ras-related C3 botulinum toxin substrate 1 (Homo sapiens), P63000 | fluorescent GTP binding; actives lie on both sides; 0 = cold GTP competed, 100 = untreated | GTP binding activity (% of control), % at 10 µM | actives 0.27% (n = 190,000) | AID 757, 2007;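 active means GTP binding activity at least 20 points away from the 100% control level, either lower or higher; inconclusive means compound flagged as likely green fluorescent, judged across all proteins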
Pf gamet viab = late stage P. falciparum gametocyte viability inhibitors, primary screen, ATP luminescence, HTS. P. falciparum stage V gametocytes, 24 h. inhibition, % at 10.9 µM. actives 0.065% (n = 150,000). AID 743093, 2013;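 active means inhibition above the mean plus 3 SD of compounds within the control limits, set per campaign, cut at about 38% in these data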;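 further: 0% = DMSO wells and 100% = medium only without gametocytes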
Mcl1 Bid PPI = Mcl-1/Bid binding inhibitors, primary screen, biochemical, TR-FRET, 1536-well. Induced myeloid leukemia cell differentiation protein Mcl-1 (Homo sapiens), Q07820. TR-FRET Mcl-1/Bid-Dy647 peptide binding. inhibition, % at 21.7 µM. actives 0.97% (n = 220,000). AID 1021, 2008;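 active means compounds that cut the binding signal by more than half at the single screening dose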;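 further: His-tagged Mcl-1 with europium anti-His antibody binding Bid BH3 peptide; 0% = Mcl-1 plus peptide wells and 100% = peptide-only wells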
Target sequence (Q07820 whole entry, looked up): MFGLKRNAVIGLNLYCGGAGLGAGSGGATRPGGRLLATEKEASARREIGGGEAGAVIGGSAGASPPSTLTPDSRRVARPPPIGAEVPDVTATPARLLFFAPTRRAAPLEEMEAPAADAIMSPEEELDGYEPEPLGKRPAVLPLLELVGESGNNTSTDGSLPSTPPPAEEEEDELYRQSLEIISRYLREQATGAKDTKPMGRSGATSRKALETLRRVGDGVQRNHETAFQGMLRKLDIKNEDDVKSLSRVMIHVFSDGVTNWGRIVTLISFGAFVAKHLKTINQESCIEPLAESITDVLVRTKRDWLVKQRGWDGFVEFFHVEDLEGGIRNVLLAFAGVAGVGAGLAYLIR
Mcl-1 Bim block = inhibitors of Bim peptide binding to Mcl-1, primary screen, biochemical, bead-based flow cytometry, multiplex; actives 0.1% (n = 190,000); Bim peptide-Mcl-1 binding; Induced myeloid leukemia cell differentiation protein Mcl-1 (Homo sapiens), Q07820; AID 1009, 2008; inhibition, % at 10 µM; in the data active means inhibition above about 40%;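 further: 0% = no compound tracer wells and 100% = peptide blocker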
Mcl1-Noxa inh = Mcl-1/Noxa binding inhibitors, primary screen, biochemical, TR-FRET, 1536-well; Induced myeloid leukemia cell differentiation protein Mcl-1 (Homo sapiens), Q07820; TR-FRET Mcl-1/Noxa peptide binding, 2 h; inhibition, % at 21.7 µM; actives 1.5% (n = 220,000);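 active means compounds that cut the protein-peptide binding signal by more than 50% relative to plate controls in a single-dose test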;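 further: His-tagged Mcl-1 with rhodamine Noxa BH3 peptide and terbium anti-His antibody; 0% = Mcl-1 plus Noxa peptide wells and 100% = peptide-only wells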
Avidin fluor = green autofluorescence of compounds with avidin beads – biophysical, 488/530 nm, flow cytometry, artefact control, profiling panel; compound fluorescence 488/530 nm; hits give high values; fluorescence (KMESF) at 10 µM; actives 0.38% (n = 220,000); AID 1775, 2009; in the data active means fluorescence above about 47; further: inactives centre near 10
Cdc42 wt = modulators of GTP binding to wildtype Cdc42, primary screen, biochemical, multiplex bead flow cytometry, Bodipy-GTP; Cell division control protein 42 homolog (Homo sapiens), P60953; GST-Cdc42 beads; actives lie on both sides; percent activity (GTP binding), % at 10 µM; actives 0.2% (n = 190,000); AID 761, 2007;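 active means percent activity GTP binding at least 20 points away from the 100% baseline, either down as inhibitor or up as activator; inconclusive means compound flagged as likely green fluorescent from well-wide comparison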;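 further: median bead fluorescence of bound Bodipy-FL-GTP at 100 nM; 0% = excess unlabeled GTP control and 100% = no compound control; below 100% means less GTP binding so inhibitor and above means activator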
Target sequence (P60953 whole entry, looked up): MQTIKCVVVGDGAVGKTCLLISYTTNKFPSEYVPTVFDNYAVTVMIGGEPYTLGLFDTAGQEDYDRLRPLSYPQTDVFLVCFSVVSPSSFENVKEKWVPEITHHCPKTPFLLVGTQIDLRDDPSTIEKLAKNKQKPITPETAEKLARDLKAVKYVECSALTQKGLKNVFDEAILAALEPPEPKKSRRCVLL
Rac1 mut GTP = GTP binding modulators of activated mutant Rac1, primary screen, biochemical, bead-based flow cytometry, multiplex, fluorescent GTP; Ras-related C3 botulinum toxin substrate 1 (Homo sapiens), P63000; GST-Rac1 activated beads; actives lie on both sides; 100% means binding = to untreated wells; percent activity (GTP binding), % at 10 µM; actives 0.11% (n = 190,000);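 active means GTP binding at least 20 percentage points away from the 100% baseline, in either direction, so actives lie on both sides; inconclusive means Compound likely fluorescent itself, or too few beads counted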
HRas wt GTP = modulators of GTP binding to HRas wildtype, primary screen, biochemical, bead-based flow cytometry, multiplex. GTPase HRas (Homo sapiens), P01112. GST-Ras wt beads, Bodipy-FL-GTP binding; actives lie on both sides. GTP binding activity, % at 10 µM. actives 0.14% (n = 190,000). AID 759, 2007;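 active means GTP binding activity at least 20% away from the 100% baseline, either lowered as inhibitor or raised as activator; inconclusive means flagged as likely green fluorescent, judged across all proteins in the well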;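 further: 0% = unlabeled GTP competition control and 100% = no-compound control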
Target sequence (P01112 whole entry, looked up): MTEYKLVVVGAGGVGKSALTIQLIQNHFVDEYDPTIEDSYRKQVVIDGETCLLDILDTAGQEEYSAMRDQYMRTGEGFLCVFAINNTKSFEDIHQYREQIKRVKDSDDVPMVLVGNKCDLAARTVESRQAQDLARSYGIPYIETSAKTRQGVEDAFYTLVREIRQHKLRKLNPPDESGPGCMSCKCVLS
Rab2 wt GTP = modulators of GTP binding to Rab2A wildtype, primary screen, biochemical, dog, bead-based flow cytometry, multiplex. Ras-related protein Rab-2A (Canis lupus familiaris), P61105. GST-Rab2 wt beads, Bodipy-GTP binding. GTP binding activity, % at 10 µM. actives 0.19% (n = 190,000). AID 760, 2007;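 active means GTP binding activity at least 20 points away from 100%, either lowered or raised; inconclusive means signal likely due to the compound's own green fluorescence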;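 further: 0% = beads with excess unlabeled GTP and 100% = no-compound control corrected for plate trend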
Rab7 wt modul = modulators of GTP binding to Rab7, primary screen, biochemical, wildtype, multiplex bead flow cytometry; GST-Rab7 beads, fluorescent GTP binding; actives lie on both sides; untreated = 100%, excess cold GTP = 0%; GTP binding activity (percent of control), % at 10 µM; actives 0.055% (n = 190,000); AID 758, 2007;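 active means fluorescent GTP binding to Rab7 beads changed by at least 20 points from the 100% baseline, either direction, mostly lower; inconclusive means compound itself probably fluorescent, or too few beads counted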;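 further: median green fluorescence of bound Bodipy-FL-GTP per Rab7 bead population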
Starred values were filed as active, the others as inactive; ? = inconclusive; . = not tested or not shown.

Sample of the layout:
SMILES | Rac1 wt modul | Pf gamet viab | Mcl1 Bid PPI | Mcl-1 Bim block | Mcl1-Noxa inh | Avidin fluor | Cdc42 wt | Rac1 mut GTP | HRas wt GTP | Rab2 wt GTP | Rab7 wt modul
O=[N+]([O-])c1ccccc1S(=O)(=O)NCc1ccc(F)cc1 | 100.0 | -0.4 | -24.1 | 2.0 | 12.5 | 12 | 95.0 | 97.0 | 97.0 | 97.0 | 103.0
O=C(O)c1ccc(Cl)c(S(=O)(=O)Nc2ccccc2N2CCOCC2)c1 | 88.0 | -6.7 | -16.8 | -2.0 | 8.9 | 8 | 91.0 | 89.0 | 89.0 | 90.0 | 94.0

Results, repeating the preview:
SMILES | Rac1 wt modul | Pf gamet viab | Mcl1 Bid PPI | Mcl-1 Bim block | Mcl1-Noxa inh | Avidin fluor | Cdc42 wt | Rac1 mut GTP | HRas wt GTP | Rab2 wt GTP | Rab7 wt modul
O=[N+]([O-])c1ccccc1S(=O)(=O)NCc1ccc(F)cc1 | 100.0 | -0.4 | -24.1 | 2.0 | 12.5 | 12 | 95.0 | 97.0 | 97.0 | 97.0 | 103.0
O=C(O)c1ccc(Cl)c(S(=O)(=O)Nc2ccccc2N2CCOCC2)c1 | 88.0 | -6.7 | -16.8 | -2.0 | 8.9 | 8 | 91.0 | 89.0 | 89.0 | 90.0 | 94.0
O=C(COc1ccccc1F)N1c2ccccc2CCc2ccccc21 | 102.0 | -19.1 | -54.8 | 13.0 | -3.8 | 7 | 99.0 | 100.0 | 99.0 | 98.0 | 97.0
CCOC(=O)CSc1nc(-c2ccc(OC)cc2)ns1 | 97.0 | . | 9.1 | -4.0 | 14.9 | 14 | 95.0 | 94.0 | 97.0 | 97.0 | 95.0
COc1ccccc1N1C(=N)S/C(=C\c2ccc(-c3ccccc3C(=O)O)o2)C1=O | 85.0 | 1.5 | -27.1 | 2.0 | 52.5* | 3 | 86.0 | 83.0 | 89.0 | 83.0 | 93.0
CC(C)(C)n1nnnc1C(c1ccc(Cl)cc1)N1CCSCC1 (centres undefined) | 104.0 | . | -12.3 | -3.0 | -1.5 | 19 | 104.0 | 101.0 | 101.0 | 102.0 | 102.0
Cc1c(Br)c([N+](=O)[O-])nn1CC(=O)Nc1ccccn1 | 100.0 | 0.8 | -22.2 | -3.0 | -6.3 | 9 | 93.0 | 96.0 | 99.0 | 96.0 | 103.0
Cc1ccc(NC(=S)c2ccccc2)cc1 | 102.0 | . | -42.4 | -3.0 | 11.5 | 15 | 96.0 | 99.0 | 99.0 | 99.0 | 98.0
Cc1ccc(C(=O)Nc2ccc3c(c2)OCO3)cc1 | 104.0 | . | -104.5 | 0.0 | -12.5 | 14 | 106.0 | 102.0 | 104.0 | 101.0 | 101.0
COCCN(C(=S)Nc1ccc(C)cc1)C(C)c1cccnc1 (centres undefined) | 90.0 | -10.8 | -12.4 | -2.0 | -2.3 | . | 93.0 | 90.0 | 93.0 | 95.0 | 102.0
O=C(NCc1ccc(F)cc1)C1Cc2ccccc2CN1C(=O)c1ccco1 (centres undefined) | 101.0 | . | -9.1 | -1.0 | 3.7 | 33 | 96.0 | 99.0 | 96.0 | 97.0 | 101.0
Nc1ccccc1SCc1cn2cccnc2n1 | 107.0 | . | -18.8 | 0.0 | 8.1 | 6 | 103.0 | 100.0 | 101.0 | 100.0 | 98.0
CCOC(=O)N1CCN(C(=O)CSc2ccc(-c3cccnc3)nn2)CC1 | 99.0 | . | -2.6 | 2.0 | 7.9 | 25 | 96.0 | 99.0 | 99.0 | 98.0 | 97.0
COc1cccc(C2CC(c3ccccc3)Nc3nc(N)nn32)c1 (centres undefined) | 99.0 | . | -10.4 | 1.0 | 6.3 | 6 | 99.0 | 97.0 | 98.0 | 99.0 | 104.0
O=C(O)c1csc(-c2cccs2)n1 | 92.0 | 5.7 | 0.8 | -1.0 | 3.1 | 25 | 93.0 | 92.0 | 91.0 | 93.0 | 92.0
CCCCC(c1nnnn1CCOC)N1CCN(Cc2ccccc2)CC1 (centres undefined) | 105.0 | . | 32.5 | 0.0 | 30.3 | 7 | 100.0 | 98.0 | 100.0 | 97.0 | 103.0
CCCCCn1c(SCC(=O)OC)nc2c1c(=O)[nH]c(=O)n2C | 97.0 | . | -10.2 | -1.0 | 0.7 | 7 | 96.0 | 96.0 | 96.0 | 96.0 | 96.0
Cc1ccc(C)c(NC(=O)c2cc(=O)c3ccccc3o2)c1 | 105.0 | 19.1 | 4.9 | -3.0 | -6.6 | 13 | 98.0 | 99.0 | 102.0 | 98.0 | 99.0
O=c1cc(-c2ccccc2F)oc2ccccc12 | 98.0 | . | 3.5 | 0.0 | 3.0 | 6 | 97.0 | 95.0 | 97.0 | 94.0 | 98.0
O=C(Nc1ccccc1N1CCCCC1)c1cccs1 | 105.0 | -11.0 | -38.0 | -1.0 | 14.2 | 14 | 101.0 | 96.0 | 101.0 | 98.0 | 101.0
COC(=O)c1ccc(COc2ccc(/C=N/O)cc2OC)o1 | 100.0 | 5.9 | -34.5 | 0.0 | -2.5 | 7 | 98.0 | 96.0 | 98.0 | 103.0 | 102.0
COc1cc(/C=N/NC(=O)c2nc3ccccn3c2C)cc(OC)c1O | 100.0 | -9.0 | -28.7 | 4.0 | 35.5 | 9 | 99.0 | 98.0 | 100.0 | 99.0 | 99.0
Cn1c(=O)n(C)c2cc(NS(=O)(=O)c3ccc(F)cc3)ccc21 | 93.0 | 8.0 | -38.4 | 1.0 | 15.2 | 9 | 93.0 | 95.0 | 94.0 | 96.0 | 94.0
O=C(Nc1ccc2c(c1)OCCO2)C1CCN(C(=O)c2ccc(Cl)cc2)CC1 | 96.0 | 11.5 | -26.4 | -3.0 | 20.3 | 2 | 93.0 | 96.0 | 96.0 | 95.0 | 95.0
Oc1ccc(Nc2nc(NCC3CCCO3)c3ccccc3n2)cc1 (centres undefined) | 100.0 | . | -32.1 | 0.0 | 54.6* | 13 | 102.0 | 99.0 | 100.0 | 99.0 | 100.0
O=C(c1ccc(F)cc1)C1CCN(S(=O)(=O)c2ccccc2)CC1 | 90.0 | -4.7 | -3.9 | -4.0 | -6.6 | 9 | 91.0 | 91.0 | 92.0 | 94.0 | 97.0
Cc1cc(C(=O)COC(=O)c2ccc3c(c2)NC(=O)CS3)c(C)n1CCc1ccc(Cl)cc1 | 95.0 | -11.1 | -25.3 | -3.0 | -6.7 | 10 | 95.0 | 98.0 | 96.0 | 97.0 | 97.0
O=C(CCSc1nnc2ccccn12)Nc1ccc(F)cc1 | 99.0 | -20.6 | -10.2 | -1.0 | -11.8 | 10 | 99.0 | 99.0 | 100.0 | 101.0 | 102.0
Cc1nc2ccc(NS(=O)(=O)c3ccc(F)cc3)cc2s1 | 98.0 | . | -33.0 | -2.0 | 12.9 | 20 | 95.0 | 95.0 | 99.0 | 98.0 | 107.0
COc1cccc(OCCCCSc2ncccn2)c1 | 102.0 | . | -13.9 | -4.0 | 4.8 | 16 | 103.0 | 101.0 | 100.0 | 99.0 | 98.0
Cc1ccc(Nc2ccc(C(F)(F)F)cc2[N+](=O)[O-])cc1 | ? | -17.2 | -7.4 | -4.0 | 23.9 | 12 | ? | ? | ? | ? | ?
Cc1ccc(-n2sc3ccccc3c2=O)cc1 | 99.0 | . | -33.6 | -10.0 | 26.5 | 10 | 96.0 | 97.0 | 96.0 | 97.0 | 96.0
N#CCC(=O)Nc1cc(C(F)(F)F)ccc1N1CCOCC1 | 95.0 | 2.6 | -24.2 | 0.0 | -5.9 | 8 | 94.0 | 91.0 | 96.0 | 97.0 | 99.0
Cn1c(=O)n(C)c2cc(CN3C(=O)OC(C)(C)C3(C)O)ccc21 (centres undefined) | 99.0 | . | -2.3 | -8.0 | -10.2 | 25 | 100.0 | 97.0 | 96.0 | 96.0 | 96.0
CC(=O)N1CC(c2ccccc2)C(c2ccc(Cl)cc2)=N1 (centres undefined) | 103.0 | 1.1 | 5.6 | -4.0 | 13.3 | 10 | 103.0 | 98.0 | 101.0 | 101.0 | 95.0
O=S(=O)(Cc1ccc(Cl)cc1)N1CCN(Cc2ccccc2)CC1 | 100.0 | . | -5.0 | -1.0 | -12.6 | 15 | 100.0 | 98.0 | 101.0 | 102.0 | 102.0
CCc1ccc(-n2c(C)n[nH]c2=S)cc1 | 105.0 | -5.2 | -29.5 | 0.0 | 1.6 | 11 | 101.0 | 100.0 | 101.0 | 99.0 | 99.0
CCCC(=O)OCCNc1cc(SCc2ccco2)c2nonc2c1[N+](=O)[O-] | 96.0 | -15.1 | -30.6 | 2.0 | 31.9 | 14 | 97.0 | 98.0 | 98.0 | 97.0 | 98.0
O=C(NCc1ccco1)C1CCCN(S(=O)(=O)c2cnc[nH]2)C1 (centres undefined) | 105.0 | . | -13.1 | -3.0 | -16.4 | 5 | 99.0 | 100.0 | 99.0 | 100.0 | 98.0
N#CNC(=Nc1cccc(F)c1)SCc1ccccc1F | 103.0 | -0.2 | 1.0 | -5.0 | 7.1 | 6 | 101.0 | 98.0 | 101.0 | 100.0 | 102.0
Cc1ccccc1Nc1nc(N)nc(COC(=O)CCS(=O)(=O)c2ccccc2)n1 | 96.0 | . | -31.7 | -3.0 | -21.4 | 14 | 98.0 | 96.0 | 98.0 | 97.0 | 92.0
CC12CN3CCN(CC(C3)/C1=N\N=C1/C3CN4CCN(C3)CC1(C)C4)C2 | 101.0 | . | -51.1 | 0.0 | 1.7 | 16 | 100.0 | 100.0 | 103.0 | 102.0 | 97.0
CCOC(=O)Cc1csc(NC(=O)CSc2nnnn2-c2ccc(C)c(C)c2)n1 | 105.0 | . | 80.5* | -3.0 | -18.8 | 6 | 102.0 | 99.0 | 102.0 | 100.0 | 98.0
CCCCCCC1C(C#N)=C(N)OC2=C1C(=O)CC(C)(C)C2 (centres undefined) | 100.0 | . | -16.0 | 2.0 | -5.2 | 7 | 100.0 | 99.0 | 100.0 | 100.0 | 100.0

Bioassay records deposited in PubChem by several laboratories.
